# NPY-Y1 PAM-ag: NPY-Y1 receptor potentiators or agonists, primary screen, cell-based | Neuropeptide Y receptor type 1 (Homo sapiens), P25929 | NPY-Y1 expressing cells, potentiator/agonist activation | activation, % at 3.6 µM | 0.37% of 220,000 active | AID 1304, 2008; in the data active = activation above about 33%, passing the limit was not always enough;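 also: cells stimulated with NPY at EC10 then isoproterenol at EC100; 0% = low agonist plus stimulus and 100% = saturating agonist plus stimulus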
# Target sequence (P25929 whole entry, looked up): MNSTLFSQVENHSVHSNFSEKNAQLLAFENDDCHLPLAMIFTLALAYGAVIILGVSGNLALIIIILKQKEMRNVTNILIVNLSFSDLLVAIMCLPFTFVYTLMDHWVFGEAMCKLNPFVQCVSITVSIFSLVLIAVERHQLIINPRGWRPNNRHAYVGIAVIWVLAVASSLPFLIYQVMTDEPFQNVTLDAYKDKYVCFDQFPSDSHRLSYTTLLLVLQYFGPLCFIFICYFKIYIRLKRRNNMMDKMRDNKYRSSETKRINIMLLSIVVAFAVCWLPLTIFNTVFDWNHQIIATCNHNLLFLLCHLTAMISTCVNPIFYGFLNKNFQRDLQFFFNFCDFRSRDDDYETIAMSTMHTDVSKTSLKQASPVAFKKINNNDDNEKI
# NPY Y1 blocker: NPY-Y1 receptor antagonists, primary screen, cell-based | HEK293-CNG Y1 cells, membrane potential fluorescence; NPY at EC95, then isoproterenol | inhibition, % at 3.6 µM | Neuropeptide Y receptor type 1 (Homo sapiens), P25929 | 1% of 200,000 active;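 active = inhibition above the campaign mean inhibition of all tested compounds plus 3 SD, cut at about 20% in these data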;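 also: 0% = DMSO wells given NPY plus isoproterenol and 100% = isoproterenol alone without NPY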
#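 Material: HEK293 Y1/CNG channel cell line; also added: NPY (25 nM), isoproterenol (1 µM), Ro 20-1724 (25 µM); doses: one concentration, 3.6 µM, in 0.4% DMSO; schedule: compound incubation 1 h at room temperature, readout 45 min post-stimulation; technique: membrane potential fluorescence; measure: fluorescence ratio normalized to % inhibition between controls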
# Mdm2 ligase inh: MDM2-luciferase reporter signal enhancers, primary screen, MDM2 E3 ligase inhibitor project, cell-based, luminescence, 1536-well | E3 ubiquitin-protein ligase Mdm2 (Homo sapiens), Q00987 | cell-based MDM2 ubiquitination luciferase reporter, 2 h; 0 = plate control, 100 = twice control, blank-subtracted | signal enhancement, % at 5 µM | 0.11% of 210,000 active;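 active = signal enhancement of 30% or more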;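 also: luminescence tracks abundance of the self-degrading MDM2-luciferase fusion protein; higher signal means inhibition of MDM2 E3 ligase activity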
#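 Assay system: stable mammalian line carrying autodegrading MDM2–luciferase fusion reporter; Input: 2000 cells in each well; Compound dosing: single-point 5 µM; Schedule: 2 h compound exposure at 37 °C; Signal: SteadyLite luciferase luminescence after 15 min room-temperature reagent incubation; Evaluation: % luminescence enhancement versus blank-corrected plate control mean; Benchmarks: plate controls and plate blanks.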
# p97 ATPase inh: inhibitors of human p97 ATPase, primary screen, biochemical; Transitional endoplasmic reticulum ATPase (Homo sapiens), P55072; recombinant p97 ATPase, Kinase-Glo ATP luminescence, 3 h; inhibition, % at 8 µM; 0.42% of 220,000 active; AID 1481, 2009; in the data active = inhibition above about 15%;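 also: 0% = DMSO vehicle and 100% = wells lacking enzyme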
# Runt-CBFb FRET: inhibitors of RUNX1 Runt–CBFb binding, primary screen, biochemical, FRET, Cerulean-Runt, Venus-CBFb, uHTS. Cerulean-Runt/Venus-CBFb FRET ratio 530/480, 1 h. Runt-related transcription factor 1 (Homo sapiens) + Core-binding factor subunit beta …. 0.46% of 220,000 active. inhibition, % at 20 µM;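 active = inhibition over about 50% at 20 µM in the single-dose screen, limit read from the data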;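 also: 0% = DMSO wells and 100% = excess unlabeled CBFb competitor control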
# Target sequence (Q01196 whole entry, looked up): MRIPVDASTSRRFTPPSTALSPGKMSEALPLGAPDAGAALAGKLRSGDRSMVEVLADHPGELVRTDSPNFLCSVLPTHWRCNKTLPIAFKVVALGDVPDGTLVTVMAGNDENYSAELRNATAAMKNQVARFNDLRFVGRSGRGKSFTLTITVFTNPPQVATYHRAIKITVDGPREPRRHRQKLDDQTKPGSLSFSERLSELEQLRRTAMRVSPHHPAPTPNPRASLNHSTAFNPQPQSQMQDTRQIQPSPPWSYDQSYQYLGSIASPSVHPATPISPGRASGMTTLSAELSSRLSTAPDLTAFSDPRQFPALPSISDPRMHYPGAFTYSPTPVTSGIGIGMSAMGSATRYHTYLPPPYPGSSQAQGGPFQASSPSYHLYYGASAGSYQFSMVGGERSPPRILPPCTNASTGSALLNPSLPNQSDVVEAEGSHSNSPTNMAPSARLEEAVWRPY
# Target sequence (Q13951 whole entry, looked up): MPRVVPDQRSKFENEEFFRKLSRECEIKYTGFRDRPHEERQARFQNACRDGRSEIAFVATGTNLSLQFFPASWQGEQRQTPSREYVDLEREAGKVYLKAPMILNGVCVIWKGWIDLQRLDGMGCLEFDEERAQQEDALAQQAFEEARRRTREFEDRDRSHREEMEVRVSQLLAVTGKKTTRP
#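 test system = Cerulean-tagged RUNX1 Runt domain (FRET donor) fusion protein | reagent = Venus-CBFb binding partner, 100 nM | incubation = protein complex preformed 1 h, compound exposure 1 h, room temperature, dark | detection = FRET fluorescence | read-out basis = loss of energy transfer signal | controls = 5 µM unlabeled CBFb as full-inhibition high control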
# RBBP9 inhibitor: human RBBP9 inhibitors, primary screen, biochemical, fluorescence polarization, FP-Rh probe, HTS. inhibition, % at 7.94 µM. AID 1515, 2009. Serine hydrolase RBBP9 (Homo sapiens), O75884. recombinant RBBP9. 0.2% of 220,000 active;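 active = inhibition above the campaign mean of all tested compounds plus 3 SD, cut at about 14% in these data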;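 also: plate controls were DMSO wells with RBBP9 for no effect and wells lacking RBBP9 protein for full effect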
#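 Controls: DMSO-treated enzyme wells and wells lacking RBBP9 | Material: RBBP9 protein | Technique: Fluorescence polarization | Replication: Single well per compound, no replicates | Buffer or medium: Tris-NaCl-Pluronic buffer, pH 8.0 | Timing: 30 min compound preincubation, 45 min probe labeling, 25 °C | Read-out basis: Percent inhibition from mP, scaled between DMSO and no-protein wells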
# Runt-SMMHC FRET: inhibitors of RUNX1 Runt–CBFb-SMMHC binding, primary screen, biochemical, FRET, Cerulean-Runt, Venus-CBFb-SMMHC, uHTS | Cerulean-Runt/Venus-CBFb-SMMHC FRET ratio 530/480, 1 h | Runt-related transcription factor 1 (Homo sapiens) + Core-binding factor subunit beta … | inhibition, % at 20 µM | 0.74% of 220,000 active;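 active = mean inhibition across duplicate retests at 20 µM reaching about 50%, limit read from the data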;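 also: 0% = DMSO wells and 100% = wells with excess untagged CBFb-SMMHC; inhibitors lower the FRET ratio by blocking Runt binding to CBFb-SMMHC; some results filed as inactive read as strong as hits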
# NPY2 pot ag: NPY-Y2 potentiators or agonists, primary screen, cell-based. cells expressing NPY-Y2, potentiator/agonist read-out. Neuropeptide Y receptor type 2 (Homo sapiens), P49146. activation, % at 3.6 µM. 0.45% of 220,000 active; in the data active = activation above about 27%;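 also: cells stimulated with NPY near EC25 plus isoproterenol at EC100; 0% = vehicle plus submaximal agonist and 100% = vehicle plus saturating agonist; some results beyond the cut were filed as inactive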
# Hck-Nef inh: inhibitors of Nef-activated human Hck kinase, primary screen, biochemical, Z-Lyte FRET, 384-well, Hck-YEEI | Tyrosine-protein kinase HCK (Homo sapiens), P08631 | Recombinant Hck-YEEI plus Nef, Z-Lyte FRET kinase assay | inhibition, % at 20 µM | 0.68% of 220,000 active;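 active = Hck-Nef kinase inhibition above about 50%, limit read from the data; inactive = inhibition below that limit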;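 also: 0% = DMSO with Hck plus Nef and 100% = Hck alone without Nef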
# Starred values were filed as active, the others as inactive; . = not tested or not shown. This is a random part of the collection; overall some 3.5% were active at least once.
No.	compound	NPY-Y1 PAM-ag	NPY Y1 blocker	Mdm2 ligase inh	p97 ATPase inh	Runt-CBFb FRET
1	CC(=O)Nc1ccc2nc(NC(=O)COc3ccc(C)cc3)sc2c1	17	6	-7	0	-1
2	Cc1ccccc1OCC(=O)NNC(=O)C1CCCCC1C(=O)O (centres undefined)	-11	2	-21	3	0
3	CCOc1cc(N2CCOCC2)c(OCC)cc1NCC(=O)N1CCN(Cc2ccccc2)CC1	-2	.	.	-1	6
4	CCCCOC(=O)c1ccc(NC(=O)c2ccoc2C)cc1	-2	0	12	2	0
5	O=C(NNC(=O)C1[C@H]2CCCC[C@@H]12)c1ccc(=O)oc1 (some centres undefined)	0	.	-17	8	28
6	CCCn1nnnc1NCc1cc(Br)ccc1OC	3	-5	-13	3	.
7	Cc1cc([N+](=O)[O-])ccc1NC(=O)C1CCCO1 (centres undefined)	2	-3	11	2	-4
8	N/C(=N\N=C\c1cccc([N+](=O)[O-])c1)c1nonc1N	10	.	-8	-2	1
9	O=C(COC(=O)c1ccc(O)cc1)NCC1CCCO1 (centres undefined)	8	0	-7	3	0
10	Cc1ccc(NC(=O)CCC(=O)N/N=C/c2cc([N+](=O)[O-])ccc2O)cc1	-13	-6	.	6	-2

No.	RBBP9 inhibitor	Runt-SMMHC FRET	NPY2 pot ag	Hck-Nef inh
1	-1	2	0	-4
2	0	-11	-5	4
3	13	-4	-9	6
4	-11	2	1	1
5	1	82*	-5	-8
6	-7	.	-6	20
7	3	-7	-14	1
8	-7	1	-20	6
9	-7	1	-11	22
10	7	-2	4	0

# Later entries.
No.	compound	NPY-Y1 PAM-ag	NPY Y1 blocker	Mdm2 ligase inh	p97 ATPase inh	Runt-CBFb FRET
11	C=C(C)CN1C(=O)c2ccccc2C1=O	-7	1	28	3	2
12	COC(=O)CSc1nnc(-c2ccco2)o1	-3	-4	0	2	-2
13	O=C1NCCN(Cc2ccoc2)C1CC(=O)N(Cc1ccccc1)CC1CCC1 (centres undefined)	-9	-2	17	2	10
14	O=C1NC2(CCCC2)N=C1c1ccc(F)cc1	37	-4	-13	-2	2
15	CCOC(=O)C1(CCCc2ccccc2)CCN(C(=O)c2cc(C)nc(C)n2)CC1	-7	-5	6	-4	-2
16	Nc1c(C(=O)N/N=C/c2ccccc2Cl)oc2nc(-c3ccccc3)cc(-c3ccco3)c12	-17	.	-3	8	-60
17	CSC(=S)N/N=C(\C)c1ccccc1	-3	-1	23	9	1
18	Cc1ccc(OCCOCCN(C)C)c(Cl)c1	2	4	-13	-3	-2
19	CC(=O)OC(C(=O)NCc1ccco1)c1cccnc1 (centres undefined)	9	-8	-4	12	2
20	CC(=O)n1nc(-c2ccc(Cl)cc2)nc1NCc1ccco1	-16	9	-15	-2	2

No.	RBBP9 inhibitor	Runt-SMMHC FRET	NPY2 pot ag	Hck-Nef inh
11	-2	-4	5	7
12	-5	-3	2	-1
13	0	4	-15	0
14	1	3	1	-2
15	-3	1	-3	17
16	-6	-74	-2	-30
17	-1	4	6	26
18	0	-2	10	0
19	-7	2	2	0
20	-7	2	-11	-11

# (list continues)
No.	compound	NPY-Y1 PAM-ag	NPY Y1 blocker	Mdm2 ligase inh	p97 ATPase inh	Runt-CBFb FRET
21	CCOC(=O)COc1ccc(Br)cc1/C=C\c1[nH]c(=O)[nH]c(=O)c1[N+](=O)[O-]	13	6	-9	-1	-7
22	Cc1ccc(C(C)C)c(OCc2nc(-c3nonc3N)no2)c1	8	3	-17	0	0
23	CNc1nc(OC)nc(N(C#N)CN2C(=O)c3ccccc3S2(=O)=O)n1	-7	6	-10	3	0
24	O=C(C[n+]1cccc(CNC(=O)c2ccc(OC(F)F)cc2)c1)c1ccccc1	-20	7	3	3	0
25	CN(CCCNC(=O)CCCOc1cc(=O)n(C)c2ccccc12)Cc1ccccc1	15	-2	-15	0	7
26	COc1ccc(NC(=O)c2ccccn2)cc1	-24	-3	-17	-20	0
27	CC(C)(C)c1cc(C(=O)NCc2cc(F)cc3c2OCOC3)n(Cc2ccccc2)n1	-17	.	-13	3	0
28	COc1cccc(/C=C2/NC(=O)NC2=O)c1OCC(=O)Nc1ccccc1	-8	1	-2	-2	0
29	CCCC(=O)Nc1cc(C(=O)O)ccc1S(=O)(=O)c1ccc(Cl)cc1	-25	2	-12	6	0
30	C/C(=N\NC(=O)Cn1cc([N+](=O)[O-])cn1)c1ccco1	-2	.	3	4	2

No.	RBBP9 inhibitor	Runt-SMMHC FRET	NPY2 pot ag	Hck-Nef inh
21	-6	-9	-7	1
22	-9	3	2	-1
23	-9	-2	-8	22
24	-5	2	-5	3
25	-11	3	1	-4
26	7	-1	0	1
27	-2	1	-13	15
28	-8	3	-4	-1
29	-5	4	3	19
30	-8	-1	2	22

# A draw from above in order of count of non-hydrogen atoms, highest first.
No.	compound	NPY-Y1 PAM-ag	NPY Y1 blocker	Mdm2 ligase inh	p97 ATPase inh	Runt-CBFb FRET
25	CN(CCCNC(=O)CCCOc1cc(=O)n(C)c2ccccc12)Cc1ccccc1	15	-2	-15	0	7
24	O=C(C[n+]1cccc(CNC(=O)c2ccc(OC(F)F)cc2)c1)c1ccccc1	-20	7	3	3	0
28	COc1cccc(/C=C2/NC(=O)NC2=O)c1OCC(=O)Nc1ccccc1	-8	1	-2	-2	0
23	CNc1nc(OC)nc(N(C#N)CN2C(=O)c3ccccc3S2(=O)=O)n1	-7	6	-10	3	0
22	Cc1ccc(C(C)C)c(OCc2nc(-c3nonc3N)no2)c1	8	3	-17	0	0
30	C/C(=N\NC(=O)Cn1cc([N+](=O)[O-])cn1)c1ccco1	-2	.	3	4	2
26	COc1ccc(NC(=O)c2ccccn2)cc1	-24	-3	-17	-20	0

No.	RBBP9 inhibitor	Runt-SMMHC FRET	NPY2 pot ag	Hck-Nef inh
25	-11	3	1	-4
24	-5	2	-5	3
28	-8	3	-4	-1
23	-9	-2	-8	22
22	-9	3	2	-1
30	-8	-1	2	22
26	7	-1	0	1

# The listing continues.
No.	compound	NPY-Y1 PAM-ag	NPY Y1 blocker	Mdm2 ligase inh	p97 ATPase inh	Runt-CBFb FRET
31	COc1ccc2sc(NC(=O)NC(=O)c3c(Cl)cccc3Cl)nc2c1	13	.	-6	10	-1
32	O=C(NC1CC1)C1=C[C@@H](c2c[nH]c3ccccc23)C[C@@H](OCc2ccc(CO)cc2)O1	.	.	-5	.	1
33	COc1cccc(/C=C2\Sc3ccc(C(=O)NCc4cccnc4)cc3N(C)C2=O)c1	21	-4	2	7	-16
34	COc1ccc(CC(=O)NCc2nnc(SCC(=O)Nc3ncc(C)s3)n2C)cc1	26	4	2	3	-2
35	CC1CCN(CCC(=O)Nc2ccc(Br)cc2)CC1	3	7	.	3	.
36	O=S(=O)(c1ccc(OCc2nc3ccccc3s2)c(Cl)c1)N1CCOCC1	-1	0	-10	0	-4
37	Cn1ccnc1Sc1cc(NCCCO)c([N+](=O)[O-])c2nonc12	4	2	-18	9	34
38	CN(CCNC(=O)CN1CCN(Cc2ccccc2Cl)C1=O)Cc1ccccc1	-11	0	-10	1	2
39	CC1Cc2ccccc2N1S(=O)(=O)c1cccs1 (centres undefined)	1	13	-2	-7	1
40	Cc1cc(NCCO)nc(N2CCOCC2)n1	-12	-2	-14	4	7

No.	RBBP9 inhibitor	Runt-SMMHC FRET	NPY2 pot ag	Hck-Nef inh
31	-1	-6	12	-26
32	.	2	.	11
33	-9	-13	9	23
34	-2	-2	-2	25
35	5	.	-6	15
36	0	-2	9	-7
37	-6	24	-9	2
38	-6	-7	-3	7
39	-8	2	1	-25
40	8	-2	-8	-1

# Later entries:
No.	compound	NPY-Y1 PAM-ag	NPY Y1 blocker	Mdm2 ligase inh	p97 ATPase inh	Runt-CBFb FRET
41	O=C(COC(=O)c1c2c(nc3ccccc13)CCCC2)c1ccc(Br)s1	-13	0	-1	-4	-4
42	O=C1c2cccc3c(N4CCCCC4)ccc(c23)C(=O)N1c1ccc(O)cc1	-21	22*	-10	-3	-363
43	Clc1nc2c(-c3ccccc3)nnn2c2ccccc12	-28	.	-8	17*	-22
44	O/N=C1\CCCc2nnc3c(c21)CCCC3	6	-2	-26	0	-2
45	CN(CCO)c1ncnc2c1sc1nc(N3CCOCC3)c3c(c12)CCC3	-9	.	-10	-5	-2
46	CCC1CCCCN1CCCNC(=O)C1CCC(Cn2c(=O)[nH]c3ccccc3c2=O)CC1 (centres undefined)	8	3	-21	-2	2
47	O=C(O)C1=C[C@H](c2ccc(F)cc2)C[C@H](OCc2ccc(CO)cc2)O1	.	.	19	.	0
48	CCOn1c(SCC)nc2ccccc2c1=O	-16	6	-7	4	1
49	COc1ccc(NC2c3ncccc3C(=O)N2Cc2ccccc2)c(OC)c1 (centres undefined)	-9	-1	-9	-5	-1
50	Cc1ccc(OCC(=O)Nc2cnn(CCCC(=O)O)c2)c([N+](=O)[O-])c1	-4	0	-12	-2	-2
51	C#CCOC(=O)/C(=C/C=C/c1ccccc1)NC(=O)c1ccccc1	-20	3	-6	2	-2

No.	RBBP9 inhibitor	Runt-SMMHC FRET	NPY2 pot ag	Hck-Nef inh
41	-13	0	5	2
42	-9	-175	-18	-29
43	-6	-42	-31	-11
44	-10	-4	-5	-1
45	-6	2	-13	11
46	-8	0	7	3
47	.	2	.	31
48	2	1	-2	1
49	-7	2	-5	8
50	-4	1	-19	-6
51	-8	2	-1	4

# Screens from PubChem.
